# Bioassay records (PubChem BioAssay)
# Pol iota inh – qHTS for Inhibitors of Polymerase Iota; Pol iota fluorescent replication assay, 10 min; Potency, µM (titrated, usually from 115 µM), for the others: at the highest dose activity, negative = inhibition, usual class: inhibitors; 390,000 compounds, 1% hits; also: potency is read from the fitted curve at half-maximal effect
#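 Fluorescent replication assay read twice, at 0 min and 10 min after adding 50 nM (final) substrate. Enzyme (10 nM) and compounds were first incubated 15 min at room temperature; enzyme-free buffer wells were negative controls.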
# Anesthetic bind – qHTS Assay for Identification of Novel General Anesthetics. apoferritin/1-aminoanthracene competitive binding, fluorescence. Potency, µM (doses to about 77.5 µM), for inactives: at the top dose activity change, negative = displacement, usual class: inhibitors. 350,000 compounds, 0.074% hits. AID 485281, 2010; also: potency is read from the fitted curve at half-maximal effect; % is scaled to controls: 0 for no effect and ±100 for the full control effect; nearly all actives have a fitted effect of over 20% in size
# Target sequence (P02791 2-175 limits assumed): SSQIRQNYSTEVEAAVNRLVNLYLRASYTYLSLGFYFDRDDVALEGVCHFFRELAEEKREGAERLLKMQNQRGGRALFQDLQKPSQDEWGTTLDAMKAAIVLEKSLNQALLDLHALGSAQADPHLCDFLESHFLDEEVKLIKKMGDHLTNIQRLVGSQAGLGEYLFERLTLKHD
#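 Steps: apoferritin (10 uM) was premixed with half-saturated 1-AMA in PBS, compounds were pin-transferred, plates stood 10 min at room temperature, fluorescence was read at 380/535 nm, and curves were fitted with a Hill equation.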
# Pol kappa inh – qHTS for Inhibitors of Polymerase Kappa | DNA polymerase kappa (Homo sapiens), Q9UBT6 | Potency, µM (highest dose often 107 µM), for inactives: at the highest dose activity, negative = inhibition, usual class: inhibitors | 400,000 compounds, 0.53% hits | purified Pol kappa, fluorescent DNA synthesis assay, 10 min; also: potency is read from the fitted curve at half-maximal effect; % is scaled to controls: 0 for no effect and ±100 for the full control effect
#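 Pol kappa 10 nM + cpd, 15 min RT; start w/ substrate 50 nM final; fluorescence kinetic read, 0 and 10 min. Neg ctrl: buffer, no enzyme.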
# TRHR ag – qHTS for Small Molecule Agonists and Allosteric Enhancers of Human TRH Receptor: Primary Screen for Agonists; Thyrotropin-releasing hormone receptor (Homo sapiens), P34981; AID 493084, 2011; TRHR cells, calcium flux fluo-8, FDSS agonist mode; 360,000 compounds, 0.18% hits; activation, % at 2 µM; in the data active = activation above about 30%; also: 0% is about no effect
# Target sequence (P34981 whole entry, looked up): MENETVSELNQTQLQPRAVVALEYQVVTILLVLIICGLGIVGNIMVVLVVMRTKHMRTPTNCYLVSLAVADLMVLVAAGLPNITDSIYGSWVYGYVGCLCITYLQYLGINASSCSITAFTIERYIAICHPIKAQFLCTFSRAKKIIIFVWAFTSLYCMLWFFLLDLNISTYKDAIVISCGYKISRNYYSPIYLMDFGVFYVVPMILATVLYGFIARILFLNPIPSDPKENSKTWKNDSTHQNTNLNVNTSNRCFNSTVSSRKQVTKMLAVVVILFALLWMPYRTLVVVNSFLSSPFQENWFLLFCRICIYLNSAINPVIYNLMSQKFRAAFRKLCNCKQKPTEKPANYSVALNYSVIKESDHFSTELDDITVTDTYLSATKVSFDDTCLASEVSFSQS
#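 Agonist-mode FDSS calcium read (Ex 480/Em 530, 1 s cycles) in 1536-well TRHR cells with fluo-8 dye, after 10-cycle baseline and 23 nL compound addition; TRH at EC20 (10 nM final) added afterwards for the enhancer phase.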
# Pol beta inh – qHTS Assay for Inhibitors of DNA Polymerase Beta. P06746. Pol beta primer extension/strand displacement, fluorescence kinetic. Potency, µM (top dose mostly 114 µM), inactives show at the highest dose activity change, negative = inhibition, most hits filed as inhibitors. 340,000 compounds, 1.3% hits; also: potency is read from the fitted curve at half-maximal effect; % is scaled to controls: 0 for no effect and ±100 for the full control effect
#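 10 nM enzyme + cpd, 15 min RT; start with substrate 50 nM final; read 0 min and after 10 min RT. Corrected, normalized data; 4-parameter Hill curve fit.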
# ERG-DNA inh – qHTS for Small Molecule Inhibitors of the ERG Ets/DNA interaction; fluorescence polarization, His-ERG Ets domain / labelled DNA; Potency, µM (highest dose often 76.9 µM), without a hit: at the highest dose FP activity, negative = inhibition, hits mostly inhibitors; 370,000 compounds, 0.028% hits; active = well fitted inhibition curve with a large enough effect in the polarisation, with a control signal flat; inconclusive = small, poorly fitted or top-dose-only effect, or effect the other way, or a change in a side signal; inactive = no such curve, though single readings can be large or run the other way; the % refers to the polarisation;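 also: polarization taken with two DNA probes labelled with fluorescein and Texas red; potency is read from the fitted curve at half-maximal effect; % of control where 0% means no effect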
# Target sequence (P11308 whole entry, looked up, the tested form may be a part): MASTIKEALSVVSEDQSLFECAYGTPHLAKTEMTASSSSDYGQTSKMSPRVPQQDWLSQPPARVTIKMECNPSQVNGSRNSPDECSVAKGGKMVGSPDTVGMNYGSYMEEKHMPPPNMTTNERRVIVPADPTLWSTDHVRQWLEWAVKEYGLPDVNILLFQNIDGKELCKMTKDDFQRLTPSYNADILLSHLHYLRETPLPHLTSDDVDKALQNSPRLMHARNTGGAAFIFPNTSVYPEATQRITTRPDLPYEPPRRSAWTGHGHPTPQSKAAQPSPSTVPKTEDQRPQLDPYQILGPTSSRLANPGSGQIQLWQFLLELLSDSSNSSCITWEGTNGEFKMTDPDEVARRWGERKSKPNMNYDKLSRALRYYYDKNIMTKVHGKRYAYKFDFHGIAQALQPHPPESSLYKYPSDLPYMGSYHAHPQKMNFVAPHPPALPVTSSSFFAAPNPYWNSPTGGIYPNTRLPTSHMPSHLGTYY
#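 His-tagged ERG Ets domain (1 uM in the protein solution; 300mM KCl, 50mM Tris-HCl, 1mM EDTA, 1mM DTT, pH 7.5) received compound, then a probe mix of 5 nM fluorescein-DNA and 100nM Texas-615-DNA. Fluorescence polarization was read for both dyes.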
# APEX1 inh – qHTS Assay for Inhibitors of the Human Apurinic/apyrimidinic Endonuclease 1 (APE1) | DNA repair nuclease/redox regulator APEX1 (Homo sapiens), P27695 | recombinant APE1, TAMRA/BHQ-2 abasic DNA cleavage fluorescence | Potency, µM (titrated, usually from 65.8 µM), without a hit: at the highest dose activity change, negative = inhibition, most hits filed as inhibitors | 350,000 compounds, 0.35% hits;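 also: potency is read from the fitted curve at half-maximal effect; plate controls were vehicle for no effect and reference inhibitor for full effect; nearly all actives have a fitted effect of over 55% in size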
#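 Activity was derived from the fluorescence gain between first and third kinetic reads (60 s intervals, ex 525/em 598 nm) after 50 nM THF-abasic TAMRA/BHQ-2 duplex was added to 0.75 nM APE1 preincubated 15 min with compound.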
# BLM helicase inh – qHTS Assay for Inhibitors of Bloom's syndrome helicase (BLM); recombinant BLM DNA unwinding, fluorescence dequenching; 350,000 compounds, 0.2% hits; Potency, µM (top dose mostly 56.1 µM), for inactives: at the highest dose activity change, negative = inhibition, usual class: inhibitors;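 also: potency is read from the fitted curve at half-maximal effect; plate controls were vehicle for no effect and no enzyme for full effect; nearly all actives have a fitted effect of over 35% in size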
# ALOX12 inh – Primary qHTS assay for inhibitors of human arachidonate 12S-lipoxygenase (ALOX12): Round 2 | purified 12hLO, xylenol orange hydroperoxide absorbance | 580,000 compounds, 1.1% hits | Polyunsaturated fatty acid lipoxygenase ALOX12 (Homo sapiens), P18054 | Potency, µM (titrated, usually from 108 µM), for the others: at the highest dose activity change, negative = inhibition, most hits filed as inhibitors; also: potency is read from the fitted curve at half-maximal effect; % is scaled to controls: 0 for no effect and ±100 for the full control effect
#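 Purified human 12hLO at 150 nM in 25 mM Hepes, 0.01% Triton X-100, pH 7.0, preincubated 15 min at room temperature with compound. Reaction started with 40 uM arachidonic acid, 30 min at room temperature. Hydroperoxide measured by Fe-xylenol orange, 573/405 nm absorbance ratio.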
# Active calls of the source: *; ? = inconclusive; . = no result given; & = joins results of further samples; [ ] = dose if it differs, or a comment. Unless noted, calls follow the shape of the dose curve; as a rule, active = well fitted curve in the direction sought with a large enough effect; inconclusive = small, poorly fitted or top-dose-only effect, or another doubt; inactive = no such curve, though single readings can be large; an effect the other way counts as inactive or inconclusive.
structure	Pol iota inh	Anesthetic bind	Pol kappa inh	TRHR ag	Pol beta inh	ERG-DNA inh	APEX1 inh	BLM helicase inh	ALOX12 inh
COC(=O)c1ccc(NC(=O)Cn2nc(SC)n(N)c2=S)cc1	1%	-7%	-16%	-0.5	7%	-7%	3%	-2%	0%
C=CCn1cnc2c(c1=O)c1nc3ccccc3nc1n2/N=C/c1cc(OC)c(OC)c(OC)c1	-6%	-9%	0%	0.3	27%	1%	2%	-3%	5%
COc1ncc2nc(-c3cc(F)cc(F)c3)c(=O)n(-c3ccccc3)c2n1	.	.	2%[60.1 µM]	.	.	.	0%	3%	0%
O=C(O)c1ccc(N2CCN(Cc3ccc4c(c3)OCO4)CC2)c([N+](=O)[O-])c1	-18%	0%	0%	0.6	-22%	-6%	8%	-1%	?
COc1ccccc1-n1c(SCC(=O)NCC2CCCO2)nc2c([nH]c3ccccc32)c1=O (stereo not given)	33%[activator]	-12%	-8%	-0.7	-8%	10%	8%	-4%	35µM*
CCOc1ccc(OCC(=O)OCC(=O)Nc2ccccc2C#N)cc1	23%	.	-1%	-0.4	.	2%	5%	.	?
C=CCc1cccc(CNc2nc3ccccc3n2CC)c1O	0%	-3%	-7%	-0.2	-3%	1%	4%	-14%	-2%
Cc1ccnc(N/C=C(/NC(=O)c2ccccc2)C(=O)NN)n1	16%	-10%	1%	-0.2	10%	26%	2%	-1%	26%
CN(C(=O)COC(=O)c1cncc(Br)c1)C1CCCCC1	84%[activator]	.	-9%	.	.	18%	38%	.	?
CCOC(=O)N1CCC(NC(=O)CC2C(=O)NCCN2Cc2ccccc2F)CC1 (stereo not given)	30%	7%	0%	0.7	22%	6%	15%	-3%	-6%
Cc1c2cnn(CC(=O)Nc3c(F)c(F)cc(F)c3F)c(=O)c2c(C)n1Cc1ccc(F)cc1	.	-8%	.	2.5	8.9µM*	.	-7%	-15%	-18%
Cc1cc(=O)[nH]c(SCc2csc(-c3ccccc3)n2)n1	12%	-13%	-9%	-0.4	24%	.	19%	5%	1%

# Next results
structure	Pol iota inh	Anesthetic bind	Pol kappa inh	TRHR ag	Pol beta inh	ERG-DNA inh	APEX1 inh	BLM helicase inh	ALOX12 inh
CC(C)c1ccccc1OCC(=O)NC1CCCc2ccccc21 (stereo not given)	19%	3%	-28%	0.3	-27%	0%	13%	-7%	0%
CC(=O)c1cc(C)ccc1OC(=O)CN1C(=O)c2ccccc2C1=O	?	-12%	-8%	0.4	0%	-6%	3%	0%	-27%
CCS(=O)(=O)N1CCC(C(=O)NC2CCCCC2)CC1	7%	-2%	1%	-0.6	0%	.	7%	-1%	14%
O=C(Nc1cccnc1)c1cc(-c2ccc(Br)cc2)nc2ccccc12	53%[activator]	-2%	-18%	0.2	0%	11%	-6%	-6%	-9%
CCc1n[nH]c(=S)n1/N=C/c1ccccc1OCc1ccc(Cl)cc1	19%	-19%	-3%	-0.3	-19%	7%	6%	-1%	-2%
CN(C)CCCN(C(=O)c1ccc(S(=O)(=O)N2CCCC2)cc1)c1nc2c(F)cc(F)cc2s1	11%	.	5%	2.1	.	-7%	-14%	.	-28%
CCCCNC(=O)c1ccccc1NS(=O)(=O)c1ccc2c(c1)OCCO2	5%	-12%	-8%	-0.5	-16%	2%	-1%	-3%	-35%
COc1cc(NC(=S)N2CCN(S(=O)(=O)c3ccc(F)cc3)CC2)cc(OC)c1	20%	-10%	-14%	1.2	-2%	-11%	-18%	-2%	-9%
CC(=O)c1ccc(NC(=O)c2ccc(-c3nc(CSc4ccccc4)c(C)o3)cc2)cc1	-4%	-3%	-6%	0.3	5%	3%	.	-6%	?
Cc1ccc(Sc2nc3ccc(C)cn3c(=O)c2/C=N/O)cc1	48%[activator]	-8%	0%	0.3	2%	4%	0%	-9%	-11%
CS(=O)(=O)N1CC(C(=O)NC2CC2)Oc2ccc(Cl)cc21 (stereo not given)	0%	-5%	-11%	0.0	35%	-6%	2%	-3%	14%
O=C(COC(=O)Cn1cnc2ccccc2c1=O)Nc1ccccc1Sc1ccc(Cl)cc1	3%	5%	-5%	-0.2	16%	.	-9%	-2%	-27%

# 6 of the compounds above, with values under each structure:
# Results follow in this order: Pol iota inh | Anesthetic bind | Pol kappa inh | TRHR ag | Pol beta inh | ERG-DNA inh | APEX1 inh | BLM helicase inh | ALOX12 inh
- CN(C)CCCN(C(=O)c1ccc(S(=O)(=O)N2CCCC2)cc1)c1nc2c(F)cc(F)cc2s1
  11% | . | 5% | 2.1 | . | -7% | -14% | . | -28%
- CCCCNC(=O)c1ccccc1NS(=O)(=O)c1ccc2c(c1)OCCO2
  5% | -12% | -8% | -0.5 | -16% | 2% | -1% | -3% | -35%
- COc1cc(NC(=S)N2CCN(S(=O)(=O)c3ccc(F)cc3)CC2)cc(OC)c1
  20% | -10% | -14% | 1.2 | -2% | -11% | -18% | -2% | -9%
- CC(=O)c1ccc(NC(=O)c2ccc(-c3nc(CSc4ccccc4)c(C)o3)cc2)cc1
  -4% | -3% | -6% | 0.3 | 5% | 3% | . | -6% | ?
- Cc1ccc(Sc2nc3ccc(C)cn3c(=O)c2/C=N/O)cc1
  48%[activator] | -8% | 0% | 0.3 | 2% | 4% | 0% | -9% | -11%
- CS(=O)(=O)N1CC(C(=O)NC2CC2)Oc2ccc(Cl)cc21 (stereo not given)
  0% | -5% | -11% | 0.0 | 35% | -6% | 2% | -3% | 14%

# Later entries
structure	Pol iota inh	Anesthetic bind	Pol kappa inh	TRHR ag	Pol beta inh	ERG-DNA inh	APEX1 inh	BLM helicase inh	ALOX12 inh
CCS(=O)(=O)c1oc(-c2ccc(F)cc2)nc1S(=O)(=O)c1ccc(Br)cc1	?	?	-33%	1.2	-1%	-2%	.	-10%	5%
CCc1ccc(C2=NN(C(=O)OC)C(O)(C(F)(F)F)C2)cc1 (stereo not given)	-1%	-10%	0%	-0.4	-1%	.	-8%	0%	?
Cc1cc(=O)[nH]c(SCc2cn3ccccc3n2)n1	?	1%	-14%	0.5	-1%	-7%	0%	-1%	?
Cc1ccc2c(c1)n([O-])c1c([n+]2=O)CCCC1	77%[activator]	-11%	-1%	-0.3	18%	-12%	-5%	-6%	0%
COc1cc2c(C(=O)Nc3ccccc3F)cn(C)c(=O)c2cc1OC	10%	-5%	12%	0.3	19%	-12%	46%[activator]	-3%	20%
Cc1cc(Cl)c(S(=O)(=O)NCCC(=O)O)cc1OCC(N)=O	-13%	7%	-6%	0.1	-5%	3%	-13%	-6%	0%
CCNCC(=O)Nc1c(C)cccc1C	-2%	.	-1%	-0.9	.	20%	10%	.	-5%
Cc1ccc(CN2CC(C(=O)Nc3ccc(S(=O)(=O)Nc4cc(C)nc(C)n4)cc3)CC2=O)cc1 (stereo not given)	-2%	-9%	-9%	0.9	33%	1%	-3%	-3%	1%
COCCN(C(=O)CSc1nnc(-c2ccccc2F)n1C)c1c(N)n(Cc2ccccc2)c(=O)[nH]c1=O	10%	-4%	-17%	-1.3	46%	-4%	18%	-3%	2%
CS(=O)(=O)N1CCN(C(=O)c2ccc(Cl)s2)CC1	83%[activator]	-2%	3%	0.2	34%	9%	5%	-4%	-8%
CCSc1nsc(NC(=O)Nc2cccc(F)c2)n1	8%	-5%	-3%	6.7	4%	2%	16%	-6%	-3%
NC(=O)c1cc(S(=O)(=O)N2CCN(c3cccc(C(F)(F)F)c3)CC2)cs1	-7%	1%	-2%	-0.4	32%	4%	.	0%	-11%

# Carrying on.
structure	Pol iota inh	Anesthetic bind	Pol kappa inh	TRHR ag	Pol beta inh	ERG-DNA inh	APEX1 inh	BLM helicase inh	ALOX12 inh
O=C(Nc1ccccc1C(=O)Nc1ccccc1C(=O)NCc1ccco1)c1ccco1	-20%	1%	-10%	1.8	-13%	.	-2%	-8%	-3%[57.4 µM]
Cc1cc(NC(=O)c2cc(-c3cccnc3)nc3c(C)c(C)ccc23)no1	0%	?	-17%	0.0	-23%	-15%	-3%	-15%	16%
CCCCc1ccc(NC(=O)CC(C)(C)C)cc1	146%[activator]	?	-12%	0.2	14%	-11%	32%[activator]	-10%	-12%
CN(C)c1ccc(-c2ccc3ncnc(N4CCNCC4)c3c2)cc1	.	-6%	-5%[60.1 µM]	.	.	.	-1%	0%	-28%
COc1cc(/C=C2\SC(=O)N(c3ccc(Cl)cc3)C2=O)cc([N+](=O)[O-])c1O	6.3µM*	-16%	?	-0.1	56µM*	15%	?	-23%	?
CCOC(=O)/C(=N/Nc1ccccc1)N1CCCc2ccccc21	-11%	-10%	-13%	-0.8	1%	.	3%	-7%	?
CC(C)(C)n1ncc2c(=O)n(Cc3ccc(Cl)c(Cl)c3)cnc21	78%&-2%[activator]	-5%	0%&-2%	-0.1	5%	-3%	-5%&0%	5%	-10%
CCCCC(CCC(=O)O)(C(=O)OCC)c1csc(Nc2ccc(OCC)cc2)n1 (stereo not given)	12%	2%	-9%	-1.3	-14%	3%	7%	-4%	?
CC1(C)C(C=C(Cl)Cl)C1C(=O)N(Cc1cccc(Cl)c1)C1CCS(=O)(=O)C1 (stereo not given)	12%	-6%	-2%	-0.3	-2%	8%	0%	-7%	3%

# A portion of the library (hit frequency here may not be typical).
